Screening results deposited in PubChem by National Center for Advancing Translational Sciences (NCATS).
12-LOX inh: blocks human arachidonate 12S-lipoxygenase. purified 12hLO, xylenol orange hydroperoxide absorbance. Potency, µM (series often up to 108 µM), for inactives: top-dose activity change, negative = inhibition, most hits filed as inhibitors. actives 1.1% (n = 580,000). AID 1671190; active means well fitted inhibition curve with a large enough effect; inconclusive means small, poorly fitted or top-dose-only effect, or another doubt; inactive means no such curve, though single readings can be large or run the other way
Target sequence (P18054 whole entry, looked up): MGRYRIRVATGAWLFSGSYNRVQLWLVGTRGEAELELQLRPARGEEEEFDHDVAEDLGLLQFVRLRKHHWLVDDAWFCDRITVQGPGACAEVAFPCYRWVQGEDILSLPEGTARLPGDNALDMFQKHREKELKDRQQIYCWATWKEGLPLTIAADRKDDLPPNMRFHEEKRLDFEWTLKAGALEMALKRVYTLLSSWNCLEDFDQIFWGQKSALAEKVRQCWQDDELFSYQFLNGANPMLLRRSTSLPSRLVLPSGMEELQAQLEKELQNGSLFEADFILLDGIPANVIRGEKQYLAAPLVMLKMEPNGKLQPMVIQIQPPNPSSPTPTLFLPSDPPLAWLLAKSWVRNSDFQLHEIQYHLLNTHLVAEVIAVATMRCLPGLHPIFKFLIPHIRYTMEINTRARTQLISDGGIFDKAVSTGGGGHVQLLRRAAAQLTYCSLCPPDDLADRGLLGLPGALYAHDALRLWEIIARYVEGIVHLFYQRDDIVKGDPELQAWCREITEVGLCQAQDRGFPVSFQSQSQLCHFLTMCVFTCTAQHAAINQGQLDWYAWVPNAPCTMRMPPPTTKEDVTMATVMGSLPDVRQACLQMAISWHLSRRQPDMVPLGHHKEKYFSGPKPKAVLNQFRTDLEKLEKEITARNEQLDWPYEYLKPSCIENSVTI
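Hydroperoxide product was detected by ferrous iron/xylenol orange as the 573 to 405 nm absorbance ratio. Arachidonic acid at 40 uM (final) was turned over for 30 min at room temperature by 150 nM human 12hLO, pH 7.0 Hepes buffer, after 15 min compound preincubation.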
Active calls of the source: *; ? = inconclusive; [ ] = dose if it differs, or a comment. On the % scale 0 is the no-effect control and ±100 the full control effect; potency means the concentration at half of the fitted maximal effect. Some of the compounds tested (hit frequency here may not be typical).

| Compound | 12-LOX inh |
| --- | --- |
| CC(C)c1noc(-c2cn(C3CCN(C(=O)C4(c5ccccc5)CC4)C3)nn2)n1 (centres undefined) | 12% |
| COc1ccc(C(=O)N2CCCC(n3cc(-c4nc(C)no4)nn3)C2)cc1F (centres undefined) | 0% |
| O=Cc1cccc(N2CCN(C(=O)N3CCCC3)CC2=O)c1 | 0%[6.33 µM] |
| O=S(=O)(c1ccc(F)cc1)N1CC(c2nnc(-c3ccncc3)o2)C2(CCOCC2)C1 (centres undefined) | 6% |
| Cc1nc(N2CCC(NC(=O)c3ccc[nH]3)CC2)cc(C(F)(F)F)n1 | 3% |
| O=C(c1ccc2c(c1)OCO2)N1CCC2(CC1)CC(c1cccnc1)=NO2 | 28% |
| CC/C=C\CCOC(C)OCC (centres undefined) | 10%[176 µM] |
| COc1cc(Cl)ccc1C(=O)N1CCC2(CC1)NC(=O)N(c1ccc(F)cc1)N2 | ? |
| CCC(NC(=O)c1ccc2nc(-c3ccc(F)cc3)cn2c1)c1cccnc1 (centres undefined) | 65%[activator] |
| COc1ccc(Nc2cnc3ccc(-c4ccccc4OC)nn23)cc1OC | -3%[176 µM] |
| Cc1cc(C)cc(Nc2nc(C)cc(=O)n2CC(=O)Nc2cccc(C#N)c2)c1 | ? |
| CCOc1ccc(C(=O)N2CC(C(=O)NC3CCCCC3)C3(CCOCC3)C2)cc1 (centres undefined) | 8% |
| N#Cc1cccc(CN[C@H]2[C@H](O)[C@H](O)C[C@@H]2c2ccc(C(F)(F)F)nc2)c1 | -20%[176 µM] |
| Cc1nn2c(c1-c1ccnn1C(C)C)N(C(=O)c1ccc(F)cc1)CCC2 | 12%[176 µM] |
| Cc1nc2c(c(-c3ccc(Cl)cc3)n1)CCN(C(=O)N(C)C)CC2 | 25% |
| COCC(=O)NCC(=O)N1CCCCCNC(=O)CC1c1ccccc1 (centres undefined) | 21% |
| CN(Cc1cn(-c2ccccc2)nn1)Cc1nnc(-c2ccccc2)o1 | 23% |
| COc1ccc(-c2nc3c(c(=O)[nH]2)CCN(C(=O)COc2ccc(F)c(F)c2)C3)cc1 | 4% |
| Cc1ccc([C@@H]2CN(C(=O)c3c(-c4ccccc4)noc3C)C[C@H]2N(C)C)cc1 | 1% |
| COC[C@@H]1CN(C(=O)c2ncccc2C)C[C@H]1C(N)=O | -4% |
| CN1CC[C@@H]2CN(S(=O)(=O)c3ccccc3)[C@H](c3ccccc3Br)C[C@@H]21 | -2% |
| CCOc1ccc(-c2cc(C(=O)N3CCCC3c3nncn3C(C)C)[nH]n2)cc1 (centres undefined) | 16% |
| Cc1ncc2n1C(=O)N(C1CCN([S+](=O)([O-])c3cccc(C(F)(F)F)c3)CC1)C2 | -3% |
| CCCOc1ccc(CN2CCc3nc(N(C)C)[nH]c(=O)c3CC2)cc1OC | 25% |
| O=C1NC(=NC2CCCCC2)C2(CCCN(Cc3ccc(F)cc3)C2)N1c1cc(F)cc(F)c1 (centres undefined) | 4%[6.33 µM] |
| OC1CCC(Nc2nccc3[nH]c(-c4ccccc4Cl)nc23)CC1 (centres undefined) | 1% |
| COCCOC1CCOC2(CCN(C(=O)c3ccc(OC)nc3)CC2)C1 (centres undefined) | 5% |
| Cc1cnc(CCNC(=O)C2CCCC2)n1C1CC1 | 66%[activator] |
| CC(C)CN1C(=O)c2cccn2CC1C(=O)NCc1ccc(OC(C)C)cc1 (centres undefined) | 10% |
| COC(=O)c1cccc(NC(=O)c2c(OC)cc(=O)n3c2CCCC3)c1 | 29% |
| O=C(c1cccc(F)c1)N1CCN(C(=O)c2nnn3c2COC(c2ccccc2)C3)CC1 (centres undefined) | 17% |
| CN1C[C@@H](NC(=O)c2ccc(F)cc2)C[C@H]1c1nc(-c2ccc(OC(F)(F)F)cc2)no1 | 11% |
| Cc1ccc(N2CC(c3noc(-c4ccsc4)n3)CC2=O)cc1 (centres undefined) | ? |
| COC(=O)c1cc(CNC(=O)c2ccc(N(C)C)cc2)cc(NC(=O)c2ccccc2Cl)c1 | 14% |
| CSc1nnc(CCNC(=O)/C=C/c2cccc(F)c2)n1-c1ccc(F)cc1 | 6% |
| COc1ccc(C(=O)N2CCC3(CC2)NC(=O)N(Cc2ccccc2)C3=O)c(OC)c1 | -1% |
| COc1ccc(S(=O)(=O)N2CC[C@H](CNC(C)=O)[C@H](N(C)C)C2)cc1 | 25% |
| CCCC1C=CCN1C(=O)c1coc(CN2CCN(c3ccccc3F)CC2)n1 (centres undefined) | 26% |
| Cc1noc(C2CCCCCN2C(=O)Nc2cccc(F)c2)n1 (centres undefined) | 48%[activator] |
| CNC(=O)c1ccc(CC2CCN(C(C)=O)CC2)cc1 | 49%[activator] |
| COCc1cccc(-c2n[nH]c3c2CC(=O)N(CC2CCOCC2)C3)c1 | 5%[176 µM] |
| CCOC(=O)C1(Cc2ccccc2F)CCCN(C(=O)c2ccc3c(c2)OCCO3)C1 (centres undefined) | 10% |
| CCOC(=O)N1CCN(C(=O)C[C@H]2C[C@@]3(C(=O)OC)C(=C[C@H](C4CCCC4)O[C@@H]3C)N(Cc3cccc4ccccc34)C2=O)CC1 | 1% |
| COc1ccc(C2=NOC3(CCCN([S+](=O)([O-])c4cccc(OC)c4)C3)C2)cc1 (centres undefined) | -1%[6.33 µM] |
| Cc1ccc(CN2C(=O)OC(c3cccc(NC(=O)c4ccc(F)cc4)c3)C2C(=O)NC2CC2)cc1 (centres undefined) | 6% |
| O=C(NC1CCCCC1)O[C@@H]1CO[C@H]2[C@@H]1OC[C@@H]2n1nnnc1-c1ccc2c(c1)OCCO2 | -2% |
| O=C(C1CC=CC1)N1CCc2nn(Cc3ccccc3)c(=O)n2CC1 | 37%[activator] |
| COc1ccc(CC(=O)N2CC(C(=O)NCCc3ccncc3)C3(CCOCC3)C2)cc1 (centres undefined) | -2% |
| COCCNC(=O)[C@@H]1C[C@@H](c2ccc(F)cc2)N([S+](=O)([O-])c2ccccc2)C1 | 2%[176 µM] |
| CN(C)CCNC(=O)c1cc2c(n1C)CCN(Cc1ccc(F)cc1)C2 | 102%[activator] |

The results go on.
| Compound | 12-LOX inh |
| --- | --- |
| Cc1csc(Nc2ccc3c(n2)CN(Cc2ccc(F)cc2)C(=O)CO3)n1 | 32%[activator][176 µM] |
| CC(C)(C)CN1CCC2(Cc3ccccc3CNC2=O)C1 (centres undefined) | 2%[12.5 µM] |
| Cc1cccc(OCC2(CNCc3cnn(C)c3)C[C@@H](O)[C@@H](O)C2)n1 (some centres undefined) | 28µM* |
| COc1ccc(CNC(=O)c2csc(N3CCN(CCc4ccccc4)C3=O)n2)cc1OC | -16% |
| O=C(NCc1ccccc1F)c1ccc2c(c1)CN(Cc1ccc3c(c1)CCO3)CCO2 | 11% |
| C#CCNC(=O)C[C@@H]1c2nc(NC(=O)c3ccc(OC)cc3)sc2C[C@@H]2[C@](C)(CO)[C@H](O)CC[C@]21C | ? |
| O=C(C1CC2(CCNCC2)CN1)N(CCc1ccccc1)Cc1cccnc1 (centres undefined) | -4% |
| CCOC(=O)CCNC(=O)N1[C@@H]2CC[C@H]1CC(NC(=O)c1ccc(F)cc1)C2 (some centres undefined) | 6% |
| CN1CCC2(CC1)Cc1ccccc1CN(C(=O)CN)C2 | 6%[12.5 µM] |
| Cc1noc(-c2cccc(OC3CN(C(=O)NCCc4ccccc4)C3)c2)n1 | 4% |
| CCc1ccc(NC(=O)C2CCN(C(=O)c3ncn4c3COC(c3ccc(OC)cc3)C4)CC2)cc1 (centres undefined) | 24% |
| COCCCNc1ncnc2c1CN(c1cccnc1)C(=O)CN2C | 3%[176 µM] |
| C=CCOC(=O)C1=C(C)N=C2SC=C(CC(=O)NC3CC3)N2C1c1cc(C)ccc1C (centres undefined) | 15% |
| COCc1cccc(-c2cccc3c2COCC(=O)N3Cc2ccccc2)c1 | -2% |
| O=C1COc2ccc(-c3cncnc3)nc2CN1CCOc1ccccc1 | 5%[176 µM] |
| CCc1ncc(-c2c(-c3ccccc3)ncn2CCCOc2cccnc2)cn1 | 47%[activator] |
| CS(=O)(=O)c1ccc(-c2nc(C(=O)N3CCCC3)n3ccccc23)cc1 | 0%[6.33 µM] |
| CN(C)c1ccc(CN2CCC3(CC2)COc2ccccc2C(=O)N3)cc1 | 40µM* |
| CN1CCC(N2CCC(O)(c3csc(CN4CCc5ccccc5C4)n3)CC2)CC1 | 56%[activator][176 µM] |
| O=C(NC1=N[C@@]2(C=C3CCCCC3n3c(=O)n(-c4ccccc4)c(=O)n32)CN1Cc1ccccc1)c1ccccc1 (some centres undefined) | 45%[activator] |
| CC(C)NC(=O)C1COC2(CCN(C(=O)c3cccc(Cl)c3)CC2)N1C(=O)c1ccc(F)cc1 (centres undefined) | 13% |
| OC1(c2nc(Nc3ccc(Cl)c(C(F)(F)F)c3)n[nH]2)CCOCC1 | -11%[176 µM] |
| Cn1ccc2cc(-c3csc(CN4CC(C)(NC(=O)C5CC5)C4)n3)ccc21 | 0%[176 µM] |
| O=C(NCC1CCN(c2cc(-c3ccc(Cl)cc3)[nH]n2)CC1)c1cc(C2CC2)[nH]n1 | 24% |
| Cc1nc(C)c(CC(=O)N2CCOc3ccc(CN4CCOCC4)cc3C2)s1 | 16% |

Fetched one by one from the entries so far (three):
| Compound | 12-LOX inh |
| --- | --- |
| Cc1ncc2n1C(=O)N(C1CCN([S+](=O)([O-])c3cccc(C(F)(F)F)c3)CC1)C2 | -3% |
| CN(C)CCNC(=O)c1cc2c(n1C)CCN(Cc1ccc(F)cc1)C2 | 102%[activator] |
| COc1ccc(CC(=O)N2CC(C(=O)NCCc3ccncc3)C3(CCOCC3)C2)cc1 (centres undefined) | -2% |

New compounds follow
| Compound | 12-LOX inh |
| --- | --- |
| CC(=O)c1ccc(-c2ccc3c4c(ccc3c2)OC(CNC(=O)C(C)N2CCOCC2)C4)s1 (centres undefined) | ? |
| CC(C)CC(=O)NC1CCN(c2cnn(C)c(=O)c2)CC1 | 3% |
| C#CCNC(=O)[C@@H]1Cc2cn(CC=C)c3cccc(c23)[C@H](CC(C)C)N1 | 6%[176 µM] |
| COCCOc1ccc(C(=O)N[C@@H]2CN(C(=O)Nc3ccc(OC(F)(F)F)cc3)CCC[C@H]2O)cc1 | -2% |
| Cc1ccc(CN2CC[C@@H](CO)N(C)c3cccnc3C2)s1 | 45%[activator][176 µM] |
| Cc1cn(CC(=O)N2CCc3nc(-c4cn[nH]c4)[nH]c3C2)c(=O)[nH]c1=O | 14% |
| Cc1ccc(CNC(=O)c2c(C)sc3ccn(CC(C)C)c(=O)c23)o1 | 10% |
| CCc1c(C)nn(CC(=O)N2CC(C)(C)[C@@](C)(O)C2)c1C | 36%[activator] |
| CS(=O)(=O)N1CCC2(C1)OC(=O)Nc1ccccc12 (centres undefined) | 2%[176 µM] |
| CNC(=O)[C@@H]1C[C@H](Oc2ccccc2)CN1C(=O)C1(C)CCCCC1 | 28% |
| CC(C)(O)CCc1cccc(C(=O)NCC(O)c2ccccc2Cl)c1 (centres undefined) | 14% |
| O=C(c1ccncc1)N1CCc2c(nc3cc(-c4ccccc4Cl)[nH]n3c2=O)C1 | -6% |
| COC(=O)C1=C(C)N=C2SC=C(CC(=O)NCc3ccccc3)N2C1c1ccccc1F (centres undefined) | 11% |
| COc1ccccc1CN(C)C(=O)c1coc(COc2cccc(F)c2F)n1 | 29% |
| O=C(c1ccsc1)N1CCC2(CC1)CN(c1ccncn1)CC2CO (centres undefined) | 32%[activator] |
| O=S(=O)(c1ccccc1)N1CCC(c2noc(C3CC3)n2)C1 (centres undefined) | -3% |
| COCCOC1CCN(C(=O)Nc2cccc(F)c2)CC1 | -1% |
| CC(C)(C)C(=O)NC[C@H]1O[C@H](Cc2cc(-c3ccc(F)cc3)on2)CC[C@@H]1O | 22%[176 µM] |
| CCCn1ccc2sc(C)c(C(=O)N3CCN(c4ccccn4)CC3)c2c1=O | 45%[activator] |
| CC(C)c1cccc(NC(=O)CN2C(=O)C(c3ccccc3)=NC23CCCC3)c1 | -7% |
| CC1=NS(=O)(=O)N(C)C=C1C(=O)OCc1nc(-c2ccccc2)no1 | 0% |
| COc1ccc(Cl)cc1-c1ccc2c(c1)C(=O)N1CC[C@H](N)[C@H]1C(=O)N2 | 54%[activator][176 µM] |
| O=C(Nc1ccc2ncnc(N3CCCCC3)c2c1)c1ccccc1 | 19% |
| O=C(N1CCCC1)N1CCn2c(nnc2C2CCCN2)C1 (centres undefined) | ? |
| CCN1C(=O)C2(CCN(S(=O)(=O)c3ccc(F)c(C)c3)CC2)c2ccccc21 | 13% |

4 of the compounds above, field by field.
COC(=O)C1=C(C)N=C2SC=C(CC(=O)NCc3ccccc3)N2C1c1ccccc1F (centres undefined)
- 12-LOX inh: 11%
OC1(c2nc(Nc3ccc(Cl)c(C(F)(F)F)c3)n[nH]2)CCOCC1
- 12-LOX inh: -11%[176 µM]
COC[C@@H]1CN(C(=O)c2ncccc2C)C[C@H]1C(N)=O
- 12-LOX inh: -4%
CCOc1ccc(-c2cc(C(=O)N3CCCC3c3nncn3C(C)C)[nH]n2)cc1 (centres undefined)
- 12-LOX inh: 16%

Returning to the listing, repeating the 2 entries before the break.
| Compound | 12-LOX inh |
| --- | --- |
| O=C(N1CCCC1)N1CCn2c(nnc2C2CCCN2)C1 (centres undefined) | ? |
| CCN1C(=O)C2(CCN(S(=O)(=O)c3ccc(F)c(C)c3)CC2)c2ccccc21 | 13% |
| CCN1C(=O)COC[C@@H]1[C@H](O)c1ccc(NC(=O)CC(C)(C)C)cc1 | 9%[176 µM] |
| O=C(O)CCn1ncc2cc(OCc3ccc(-c4ccncc4)cc3)ccc21 | 0%[176 µM] |
| CCOC(=O)C1(Cc2ccccc2C(F)(F)F)CCN(C(=O)c2ccc[n+]([O-])c2)CC1 | 66%[activator] |
| Cc1cc(C(=O)N2CCC(OCC3CC3)C2)n(C)n1 (centres undefined) | 12% |
| Cc1[nH]c2ccccc2c1[N+](=O)[O-] | ? |
| CCNC(=O)N1CC[C@H]2CC(=O)N(CCN3CCNC3=O)CC[C@H]2C1 | 81%[activator][176 µM] |
